# GC-B act = GC-B (human) receptor activation | HEK293-GC-B cells, CNP EC30, cGMP TR-FRET; 0% at EC30 CNP, 100% saturating CNP | P20594 | activation, % at 10 µM | 370,000 compounds, 0.11% hits | AID 1920062;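 active = activation at 10 µM reaching about 35% in either raw or pattern-adjusted values, limit read from the data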
# HGIII-sPLA2 inh = Inhibits HGIII-sPLA2 liposome hydrolysis, primary screen; QFRET BODIPY PC-A2 liposome hydrolysis, fluorescence; inhibition, % at 12.2 µM; 370,000 compounds, 0.56% hits;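 active = inhibition above mean plus 3 SD of compounds lying within the high and low control bounds, cut at about 19% in these data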;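 also: 0% = median of test compound wells and 100% = no enzyme DMSO wells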
# Target sequence (Q9NZ20 whole entry, looked up): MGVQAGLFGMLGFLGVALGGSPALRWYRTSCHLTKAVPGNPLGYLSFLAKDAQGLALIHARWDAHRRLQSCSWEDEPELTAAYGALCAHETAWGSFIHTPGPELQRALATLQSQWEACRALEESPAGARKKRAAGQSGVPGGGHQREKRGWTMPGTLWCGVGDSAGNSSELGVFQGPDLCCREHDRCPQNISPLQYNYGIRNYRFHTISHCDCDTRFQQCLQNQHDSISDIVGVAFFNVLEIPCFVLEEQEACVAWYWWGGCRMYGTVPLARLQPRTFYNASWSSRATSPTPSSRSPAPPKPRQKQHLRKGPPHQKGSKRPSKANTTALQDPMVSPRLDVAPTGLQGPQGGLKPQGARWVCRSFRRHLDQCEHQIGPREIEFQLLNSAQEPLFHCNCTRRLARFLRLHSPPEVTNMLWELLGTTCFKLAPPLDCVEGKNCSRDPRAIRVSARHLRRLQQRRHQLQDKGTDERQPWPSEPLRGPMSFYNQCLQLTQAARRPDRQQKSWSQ
# ADAM10 inh = inhibits human ADAM10. recombinant ADAM10, EDANS/DABCYL FRET peptide cleavage, 3 h. inhibition, % at 7 µM. O14672. 370,000 compounds, 0.62% hits;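 active = inhibition above a per-campaign cutoff equal to the mean of compounds falling between control-based bounds plus 3 SD, cut at about 20% in these data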;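 also: 0% = DMSO wells while the 100% control is not disclosed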
# ASAP1 inh = inhibitors of human ASAP1 ArfGAP activity | Q9ULH1 | ASAP1-stimulated ARF1 GTP hydrolysis, GDP FP detection | inhibition, % at 16.5 µM | 360,000 compounds, 0.19% hits | AID 624377; in the data active = inhibition above about 25%;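 also: 0% = vehicle with enzyme and substrate and 100% = no enzyme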
# Target sequence (Q9ULH1 325-724 limits assumed): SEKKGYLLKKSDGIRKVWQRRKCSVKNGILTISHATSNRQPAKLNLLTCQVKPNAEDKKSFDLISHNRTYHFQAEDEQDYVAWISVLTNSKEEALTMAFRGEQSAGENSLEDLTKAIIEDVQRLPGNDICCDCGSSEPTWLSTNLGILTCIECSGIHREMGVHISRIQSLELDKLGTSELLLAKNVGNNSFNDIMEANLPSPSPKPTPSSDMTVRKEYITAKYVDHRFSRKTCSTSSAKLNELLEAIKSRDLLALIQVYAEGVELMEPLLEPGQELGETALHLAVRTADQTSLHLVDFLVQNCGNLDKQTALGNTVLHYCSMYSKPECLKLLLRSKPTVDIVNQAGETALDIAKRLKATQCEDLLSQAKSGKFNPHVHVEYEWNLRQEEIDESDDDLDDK
# Tn6 DDE FP = disrupts Tn6 cyclic peptide binding to fibrin D-Dimer-E complex; 370,000 compounds, 0.21% hits; Fibrin DD(E) TRITC-Tn6 fluorescence polarization displacement; AID 720509; inhibition, % at 8.3 µM;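 active = inhibition above a per-campaign cutoff: mean of compounds within control limits plus 3 SD, cut at about 15% in these data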;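 also: 0% = median of all compound wells on the plate and 100% = blocking peptide control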
# rCAG binder = molecules binding r(CAG) RNA repeats. 370,000 compounds, 1.3% hits. inhibition, % at 3 µM. r(CAG) RNA repeat, TO-PRO-1 dye displacement fluorescence;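 active = inhibition above the plate cutoff, the mean of all test compounds on that plate plus 3 SD, cut at about 35% in these data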;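 also: 0% = DMSO alone and 100% = 100 µM mitoxantrone as full dye displacement; higher means more dye released from RNA so lower well fluorescence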
# ARFGAP1 inh = inhibits rat ARF GTPase activating protein 1 | Arfgap1-stimulated ARF1 GTP hydrolysis, GDP FP detection | inhibition, % at 16.5 µM | 360,000 compounds, 0.26% hits | AID 651572;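 active = inhibition above a per-plate limit, mean inhibition of low control wells plus 3 SD, cut at about 25% in these data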;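 also: 0% = DMSO wells with enzyme and 100% = wells lacking Arfgap1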
# Target sequence (Q62848 1-136 limits assumed): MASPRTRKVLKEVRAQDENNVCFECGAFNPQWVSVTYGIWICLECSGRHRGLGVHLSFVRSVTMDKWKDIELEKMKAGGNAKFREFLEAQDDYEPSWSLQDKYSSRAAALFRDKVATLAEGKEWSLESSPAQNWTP
#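 Material: rat Arfgap1 catalytic domain, aa 1-136; also added: human ARF1(Δ1-17)-GTP substrate; compound dosing: one concentration, 16.5 µM, DMSO 1.26%; incubation: GTP hydrolysis reaction 2 h at 25 °C; measured by: Tracer-displacement fluorescence polarization with EDTA stop, 620/688 nm; evaluation: % inhibition from polarization; repeats: one replicate per compound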
# FXN GAA850 act = frataxin GAA850 promoter activation. activation, % at 6 µM. 360,000 compounds, 0.56% hits. HEK293 lucGAA850 FXN promoter luciferase reporter, 24 h; percent of 10 µM SAHA response;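 active = activation above the average of all compounds screened plus 3 SD, cutoff fixed separately per campaign, cut at about 7.5% in these data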;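 also: 0% = DMSO wells and 100% = 10 µM SAHA wells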
# KLK7 zymogen act = proKLK7 (human) activation, primary screen; purified proKLK7, EDANS-DABCYL substrate fluorescence; 100% is mature enzyme control, 0% vehicle; activation, % at 7 µM; 370,000 compounds, 0.9% hits;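 active = activation above the mean of all tested compounds plus 3 SD, computed per campaign excluding outliers beyond control limits, cut at about 13% in these data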
# GC-A act = GC-A (human) enzyme activation; activation, % at 10 µM; HEK293 GC-A cells, cGMP TR-FRET, EC30 ANP; 0% at EC30 ANP, 100% saturating ANP; AID 1671463; P16066; 370,000 compounds, 0.14% hits; in the data active = activation above about 40%
# Starred values were filed as active, the others as inactive; / = not tested or not shown.
# Every second line gives: GC-B act	HGIII-sPLA2 inh	ADAM10 inh	ASAP1 inh	Tn6 DDE FP	rCAG binder	ARFGAP1 inh	FXN GAA850 act	KLK7 zymogen act	GC-A act
- COc1cccc(C2CC(C(F)(F)F)n3ncc(C(=O)NC(C)(C)C)c3N2)c1 (configuration not stated)
 : -2	-7	1	2	2	-9	-6	-1.8	-0.6	-1
- COc1ccccc1CN1CCCC(N2CCN(c3ccccc3OC)CC2)C1 (configuration not stated)
 : 0	-5	-1	10	2	-10	5	-0.4	0.2	2
- CC(C)(C)n1nnnc1C(c1ccc2ncccc2c1)N1CCSCC1 (configuration not stated)
 : 2	2	-2	-1	11	-6	-16	-0.3	0.4	2
- Cc1ccc(-c2nc(CSCC(=O)N3CCN(c4ccccn4)CC3)c(C)o2)cc1
 : 2	-8	-11	4	9	1	-2	-0.7	0.1	0
- O=C(NCc1cccs1)c1cc(-c2cccc(Cl)c2)on1
 : -4	-2	-4	1	7	0	6	1.6	0.4	6
- COc1ccc(S(=O)(=O)N2CCN(C(=O)NCc3ccccc3)CC2)cc1
 : 2	-5	-3	-8	-5	-4	4	-2.9	0.1	-4
- CCN(CC(=O)Nc1c(F)cccc1F)C(=O)C1CC(=O)N(c2ccccc2OC)C1 (configuration not stated)
 : -4	2	0	-8	-4	-3	-8	-1.4	0.0	2
- Cc1ccccc1N(CC(=O)N1CCCC1)S(=O)(=O)c1ccc(Cl)cc1
 : -1	-3	2	1	5	-1	1	0.1	0.0	-3
- COCCCNC(=S)N(CCCO)Cc1cc2cc3c(cc2[nH]c1=O)OCO3
 : 0	1	-253	-12	-4	0	4	0.9	4.2	1
- CCN(CC(=O)Nc1ccc2c(c1)OCCO2)S(=O)(=O)c1cccs1
 : 2	5	3	-10	1	0	-1	0.7	-0.1	-2
- COc1ccc(/C(N)=N/OC(=O)c2cc(-c3ccccc3)nc3ccccc23)cc1
 : 3	5	-8	5	6	0	4	-0.8	0.3	-5
- c1ccc2c(c1)[nH]c1c(N3CCCC3)ncnc12
 : 6	-1	-20	-8	1	0	8	0.5	-0.5	6
- O=C(O)c1ccccc1N1C(=O)C2C3c4ccccc4C(Br)(c4ccccc43)C2C1=O (configuration not stated)
 : 4	-24	1	6	-5	35*	-15	0.7	-0.2	0
- O=C1C=C(c2ccccc2)C[C@@H](c2ccc(Cl)cc2)C1
 : -10	0	8	3	-7	-4	-11	-1.5	0.5	2
- CCN(C(=O)c1cc2c(s1)-c1ccccc1S(=O)(=O)C2)c1cc(OC)ccc1OC
 : -3	-21	3	1	-2	8	19	-9.3	-0.5	-8

# Ordered by heavy-atom count (largest number first): some entries from above
# Every second line gives: GC-B act	HGIII-sPLA2 inh	ADAM10 inh	ASAP1 inh	Tn6 DDE FP	rCAG binder	ARFGAP1 inh	FXN GAA850 act	KLK7 zymogen act	GC-A act
- CCN(C(=O)c1cc2c(s1)-c1ccccc1S(=O)(=O)C2)c1cc(OC)ccc1OC
 : -3	-21	3	1	-2	8	19	-9.3	-0.5	-8
- COCCCNC(=S)N(CCCO)Cc1cc2cc3c(cc2[nH]c1=O)OCO3
 : 0	1	-253	-12	-4	0	4	0.9	4.2	1
- O=C(NCc1cccs1)c1cc(-c2cccc(Cl)c2)on1
 : -4	-2	-4	1	7	0	6	1.6	0.4	6
- O=C1C=C(c2ccccc2)C[C@@H](c2ccc(Cl)cc2)C1
 : -10	0	8	3	-7	-4	-11	-1.5	0.5	2

# Other records
# Every second line gives: GC-B act	HGIII-sPLA2 inh	ADAM10 inh	ASAP1 inh	Tn6 DDE FP	rCAG binder	ARFGAP1 inh	FXN GAA850 act	KLK7 zymogen act	GC-A act
- Cc1cccc(NC(=O)Nc2c(C)n(C)n(-c3ccccc3)c2=O)c1C
 : -3	8	-8	3	-5	-4	4	0.1	-1.1	3
- Cc1cc(O)c(C=Nc2ccc(N3CCOCC3)cc2)c(C)c1Cl
 : -5	-3	-3	15	-4	0	-8	-1.8	0.3	6
- COC(=O)[C@]1(CC(C)C)N[C@H](c2ccc(SC3CCCCC3)c(OC)c2)[C@@H]2C(=O)N(C)C(=O)[C@@H]21
 : 1	-1	2	-6	0	-3	9	-0.6	0.5	1
- Cc1ccc2nc(SCCC#N)nc(C)c2c1
 : 2	-6	-3	-3	-3	-1	-3	0.9	-0.2	4
- COc1ccc(-c2csc(-n3ncc(C(=O)O)c3C(F)(F)F)n2)cc1
 : 2	-9	-1	4	-4	5	1	3.0	-0.1	-4
- Cc1ccc(-c2nnn(CC(=O)NC3CCCc4ccccc43)n2)cc1 (configuration not stated)
 : -4	2	-7	-4	1	2	0	-0.1	-0.3	4
- O=C(NCCCNc1ccc([N+](=O)[O-])cc1Cl)c1ccccc1F
 : -7	-8	17	-5	1	0	-12	2.1	0.2	-1
- Nc1nc(-c2ccco2)nn1C(=O)c1cccnc1
 : 8	-1	-11	-16	-6	-2	-2	0.8	-0.1	1
- COc1ccc(C(=O)N/N=C\c2coc3ccc(Cl)cc3c2=O)cc1
 : -2	-16	-3	3	-5	-2	-10	-0.3	0.1	2
- O=C(O)CCCC(=O)Nc1ccc(Br)cc1
 : 5	2	-2	-1	5	3	-4	-2.7	0.0	-1
- CCOCCCN(C)C1CCN(S(=O)(=O)c2csc(C(N)=O)c2)CC1
 : -6	-1	-1	0	-2	-1	3	0.2	-0.7	6
- COc1ccc2c(c1)CNC2CS(=O)(=O)NCC(C)C (configuration not stated)
 : -4	4	-79	/	4	7	/	/	-3.3	1
- CCc1ccc(NC(=O)c2nc(S(=O)(=O)Cc3ccccc3)ncc2Cl)cc1
 : 4	-16	6	-1	-6	3	-2	-8.7	-0.1	26
- S=C(NC1CCCCC1)NN1CCCCCC1
 : -3	16	-12	10	-5	0	1	-0.6	-0.1	1
- COc1ccc(CCNC(=O)C(=O)NCCOc2ccccc2Cl)cc1OC
 : 6	-2	4	6	-1	0	-6	1.4	0.2	5
- O=C(O)c1ccc(NS(=O)(=O)/C=C/c2ccccc2)cc1
 : -1	-8	5	0	1	3	12	-0.6	0.6	-1
- COc1ccccc1-c1cc(C(F)(F)F)nc(N2CCN(c3ccccc3)CC2)n1
 : 0	1	-10	14	8	0	14	-1.3	-0.1	5
- CCCC(=O)NCCc1cc2c(C)ccc(C)c2[nH]c1=O
 : -8	1	-51	-6	3	0	3	-0.5	0.4	-3
- O=C(O)COc1ccc2oc3ccccc3c2c1
 : 1	2	-13	-3	-3	0	-4	0.2	0.8	-4
- C[C@@H](C(=O)Nc1ccc2c(c1)OCO2)n1c(=O)[nH]c2ccccc2c1=O
 : 2	0	-3	15	-3	5	9	3.1	-0.8	-2
- Cc1ccc(S(=O)(=O)/N=C2\C=C(NS(=O)(=O)c3ccccc3)C(=O)c3ccccc32)cc1
 : -1	-8	2	1	-6	40*	-6	4.6	0.7	-2
- Fc1ccc(-c2cc(C(F)(F)F)nc(-n3cc(Cl)cn3)n2)cc1
 : 0	2	3	2	-2	-1	7	2.1	0.6	-3
- O=C(O)CCSc1nc2ccccc2c(=O)[nH]1
 : 2	1	1	-1	-1	2	12	2.7	-0.1	0
- CCN(CCCCCCN)c1ccc2c(=O)[nH][nH]c(=O)c2c1
 : 0	1	-46	-3	-4	16	6	0.5	0.5	-6
- Cc1nc(N2CCOCC2)c(C#N)c2c1COC(C)(C)C2
 : 3	3	-395	13	-4	-4	-13	2.7	2.4	-1
- N#Cc1c(/N=C/c2ccc(-c3ccc(C(=O)O)c(Cl)c3)o2)sc2c1CCCC2
 : 0	16	-80	-18	-6	3	-9	0.0	-0.5	1
- Cc1ccc2c(c1)c(C)c(C)n2CC(O)Cn1nc(C)c(Br)c1C (configuration not stated)
 : -14	-8	9	7	3	-5	0	-1.1	0.6	-13
- COc1ccc(-c2c(C)nn3c(N4CCC(C(=O)NCCN(C)C)CC4)cc(C)nc23)cc1OC
 : -4	3	5	-10	-9	-7	-6	-1.2	-0.1	3
- COc1ccc(N=Cc2c(O)c3ccccc3oc2=O)cc1
 : -6	0	0	1	1	6	-3	3.5	-1.9	3
- O=C(COC(=O)[C@@H]1CCCN1S(=O)(=O)c1ccc(Cl)cc1)NC1CCS(=O)(=O)C1 (some centres not stated)
 : 2	0	-7	-1	-2	0	9	2.6	0.2	4
- Clc1ccc(Sc2cc(Cl)c(-c3ccccc3)nn2)cc1
 : 0	2	4	-3	-3	5	-12	3.8	-0.4	-4
- Cc1ccccc1COc1ccc(-c2nn[nH]n2)cc1
 : -3	-23	-4	0	-1	11	4	1.4	0.3	-1
- C=CCNC(=O)/C(C#N)=C/c1cn(-c2ccccc2)nc1-c1ccc(OC)c([N+](=O)[O-])c1
 : 7	-1	1	10	4	5	-13	1.5	0.1	0
- COc1ccc(C(=O)c2c(C)oc3ccc(O)c(CN4CCOCC4)c23)cc1
 : -6	-5	7	6	-1	-8	-1	-3.4	0.4	-8
- COc1ccc(OCC(=O)Nc2ccc3c(c2)nc(CCN2CCCC2)n3C)cc1
 : 0	-2	-26	15	2	-1	-4	4.3	-0.4	-2
- CCc1noc(C)c1C(=O)N(C)CC(=O)Nc1ccc(Cl)c(Cl)c1
 : -6	-8	3	24	3	-2	8	-0.1	0.1	0
- C=CCSC1=NN2CCS(=O)(=O)N=C2S1
 : 1	11	-15	5	3	0	8	1.7	-0.1	2
- O=C(Nc1cccc(S(=O)(=O)N2CCOCC2)c1)C1CCCC1
 : -3	3	-8	-14	9	2	-11	1.4	0.0	-4
- Cn1c(C(=O)NC2CCCCC2)cc2sccc21
 : 0	-2	4	-17	9	2	-6	0.8	0.0	2
- CC1CC(=O)NN=C1c1ccc(N(C)C)c([N+](=O)[O-])c1 (configuration not stated)
 : 5	8	1	8	-1	-3	-4	7.8*	0.3	5
- COc1ccc(NC(=O)N2CC(C)OC(C)C2)cc1OC (configuration not stated)
 : 2	-1	7	-1	-5	0	-4	-0.7	-0.3	4
- O=C(Nc1nc(-c2ccccn2)cs1)c1ccc(F)c(S(=O)(=O)N2CCOCC2)c1
 : -2	-7	4	11	-6	12	1	-3.5	0.4	1

# One compound at a time, from the list above. Order of screens: GC-B act | HGIII-sPLA2 inh | ADAM10 inh | ASAP1 inh | Tn6 DDE FP | rCAG binder | ARFGAP1 inh | FXN GAA850 act | KLK7 zymogen act | GC-A act
# `N#Cc1c(/N=C/c2ccc(-c3ccc(C(=O)O)c(Cl)c3)o2)sc2c1CCCC2` in the list: 0 | 16 | -80 | -18 | -6 | 3 | -9 | 0.0 | -0.5 | 1
# `c1ccc2c(c1)[nH]c1c(N3CCCC3)ncnc12` in the list: 6 | -1 | -20 | -8 | 1 | 0 | 8 | 0.5 | -0.5 | 6
# `COc1ccccc1CN1CCCC(N2CCN(c3ccccc3OC)CC2)C1` (configuration not stated) in the list: 0 | -5 | -1 | 10 | 2 | -10 | 5 | -0.4 | 0.2 | 2

# Bioassay records from PubChem BioAssay.
